FadD28 FP inh: M. tuberculosis FadD28 bisubstrate binding inhibition. FadD28 bisubstrate probe binding, fluorescence polarization. inhibition, % at 12.5 µM. hit rate 0.22% among 360,000. AID 588549; in the data active = inhibition above about 8.5%, passing the limit was not always enough; inconclusive = no clear call, values can overlap the other calls
BoNT-A LC inh2: BoNT A light chain protease inhibition | multiplex microsphere protease substrate cleavage, flow cytometry | inhibition, % at 10 µM | hit rate 0.17% among 360,000 | AID 588499; also: plate controls were buffer without enzyme for full effect and enzyme alone for no effect
CCHF vOTU inh: blocks the CCHF virus ovarian tumor domain protease | CCHFV vOTU protease, Pep-AMC fluorescence | inhibition, % at 11.5 µM | hit rate 0.55% among 370,000 | AID 651958; in the data active = inhibition above about 30%; also: 0% = vehicle wells with enzyme and 100% = no enzyme wells
Anthrax LF prot: blocks Bacillus anthracis lethal factor protease. P15917. hit rate 0.12% among 360,000. inhibition, % at 10 µM. multiplex microsphere protease cleavage assay, LF; also: plate controls were buffer without enzyme for full effect and enzyme alone for no effect
BoNT-F LC inh: BoNT F light chain protease inhibition; inhibition, % at 10 µM; Multiplex microsphere protease cleavage assay, flow cytometry; AID 588497; hit rate 0.22% among 360,000; in the data active = inhibition above about 35%, passing the limit was not always enough; inconclusive = no clear call, values can overlap the other calls; also: plate controls were buffer without enzyme for full effect and enzyme alone for no effect
TcdB inh: inhibitors of Clostridioides difficile toxin B glycohydrolase | inhibition, % at 9.99 µM | P18177 | TcdB glycohydrolase enzymatic assay, plate reader | hit rate 0.24% among 350,000; in the data active = inhibition above about 10%
Target sequence (P18177 whole entry, looked up): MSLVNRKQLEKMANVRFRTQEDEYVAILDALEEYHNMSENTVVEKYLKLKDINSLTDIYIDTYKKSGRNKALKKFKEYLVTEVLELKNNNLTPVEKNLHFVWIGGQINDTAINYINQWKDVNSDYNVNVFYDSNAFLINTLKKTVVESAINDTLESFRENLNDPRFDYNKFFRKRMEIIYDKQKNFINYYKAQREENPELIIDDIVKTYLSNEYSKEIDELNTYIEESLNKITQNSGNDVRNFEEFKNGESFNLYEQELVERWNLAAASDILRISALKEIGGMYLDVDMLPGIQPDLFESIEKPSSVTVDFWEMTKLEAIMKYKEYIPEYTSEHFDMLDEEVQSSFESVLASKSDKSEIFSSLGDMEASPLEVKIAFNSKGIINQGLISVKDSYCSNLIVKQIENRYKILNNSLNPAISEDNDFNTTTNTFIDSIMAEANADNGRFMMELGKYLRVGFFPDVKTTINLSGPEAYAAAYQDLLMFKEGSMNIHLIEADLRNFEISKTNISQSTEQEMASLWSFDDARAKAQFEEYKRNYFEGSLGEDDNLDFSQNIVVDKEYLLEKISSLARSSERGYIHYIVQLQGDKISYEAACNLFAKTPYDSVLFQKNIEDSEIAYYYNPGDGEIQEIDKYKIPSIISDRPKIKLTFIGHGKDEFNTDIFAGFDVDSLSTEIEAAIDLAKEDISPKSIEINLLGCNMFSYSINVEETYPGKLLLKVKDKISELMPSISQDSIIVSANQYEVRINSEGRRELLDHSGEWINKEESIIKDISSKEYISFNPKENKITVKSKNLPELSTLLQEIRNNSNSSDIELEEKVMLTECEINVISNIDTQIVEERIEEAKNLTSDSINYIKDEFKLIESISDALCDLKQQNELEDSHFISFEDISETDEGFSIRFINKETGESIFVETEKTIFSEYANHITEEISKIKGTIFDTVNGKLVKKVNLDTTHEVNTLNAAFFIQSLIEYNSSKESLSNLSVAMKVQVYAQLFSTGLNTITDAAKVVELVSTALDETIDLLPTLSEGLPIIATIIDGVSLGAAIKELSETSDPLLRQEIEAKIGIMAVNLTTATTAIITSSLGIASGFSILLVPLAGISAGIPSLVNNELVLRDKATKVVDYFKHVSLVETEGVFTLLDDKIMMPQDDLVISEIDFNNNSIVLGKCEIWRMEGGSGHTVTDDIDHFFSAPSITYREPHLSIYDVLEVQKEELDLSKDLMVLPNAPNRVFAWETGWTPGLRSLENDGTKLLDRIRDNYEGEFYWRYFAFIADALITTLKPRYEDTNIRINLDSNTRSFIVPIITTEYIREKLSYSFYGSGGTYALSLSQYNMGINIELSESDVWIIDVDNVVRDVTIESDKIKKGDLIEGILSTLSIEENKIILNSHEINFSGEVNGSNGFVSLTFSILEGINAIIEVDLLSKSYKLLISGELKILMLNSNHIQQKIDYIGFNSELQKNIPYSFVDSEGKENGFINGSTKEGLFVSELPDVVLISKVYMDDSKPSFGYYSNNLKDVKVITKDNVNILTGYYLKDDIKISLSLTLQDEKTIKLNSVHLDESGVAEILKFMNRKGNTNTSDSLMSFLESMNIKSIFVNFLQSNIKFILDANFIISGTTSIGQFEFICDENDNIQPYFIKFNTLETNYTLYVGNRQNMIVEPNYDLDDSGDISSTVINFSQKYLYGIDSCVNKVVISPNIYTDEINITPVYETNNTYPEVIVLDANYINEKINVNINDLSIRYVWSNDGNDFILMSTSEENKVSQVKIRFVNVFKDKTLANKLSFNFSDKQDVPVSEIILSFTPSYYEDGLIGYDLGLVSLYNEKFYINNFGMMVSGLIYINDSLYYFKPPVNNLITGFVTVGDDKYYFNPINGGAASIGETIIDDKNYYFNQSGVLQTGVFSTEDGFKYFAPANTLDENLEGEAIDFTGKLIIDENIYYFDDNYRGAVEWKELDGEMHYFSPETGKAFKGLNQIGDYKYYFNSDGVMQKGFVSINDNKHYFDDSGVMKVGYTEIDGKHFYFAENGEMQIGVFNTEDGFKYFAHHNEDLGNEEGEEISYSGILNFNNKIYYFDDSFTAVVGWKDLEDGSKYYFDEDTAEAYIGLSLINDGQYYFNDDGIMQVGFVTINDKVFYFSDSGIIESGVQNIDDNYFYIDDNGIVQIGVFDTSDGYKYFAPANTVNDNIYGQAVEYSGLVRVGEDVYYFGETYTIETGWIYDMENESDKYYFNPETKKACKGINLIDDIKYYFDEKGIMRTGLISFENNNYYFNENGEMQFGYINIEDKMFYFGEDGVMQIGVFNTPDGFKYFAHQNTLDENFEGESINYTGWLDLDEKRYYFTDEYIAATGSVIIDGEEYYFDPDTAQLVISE
Y pestis TopoI: inhibitors of Yersinia pestis topoisomerase I | activity, % at 10 µM | Y. pestis Topo-I cleavage product accumulation, plate reader | hit rate 0.064% among 360,000; in the data active = activity above about 50%, passing the limit was not always enough; inconclusive = no clear call, values can overlap the other calls; also: inactives centre near 2
PrPC surface inh: inhibitors of human cell surface prion protein PrPC; P04156; hit rate 0.43% among 370,000; TR-FRET read-out; inhibition, % at 13.8 µM; in the data active = inhibition above about 24%; also: 0% = median of the test wells and 100% = reference compound wells
PfHsp40 yeast: compounds rescuing yeast from Plasmodium falciparum HSP40 toxicity; hit rate 0.68% among 340,000; S. cerevisiae expressing PfHsp40, growth rescue, ATP luminescence; growth rescue, % at 12.5 µM; in the data active = growth rescue above about 28%, passing the limit was not always enough; inconclusive = no clear call, values can overlap the other calls;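 also: yeast W303a lacking pdr1 and pdr3 grown in galactose medium; growth measured after three days at 30 °C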
An asterisk follows results filed as active; ? = inconclusive; . = not tested or not shown; & = joins results of further samples. Rule as the data show it, unless noted: active = inhibition above about 30%; inconclusive = no clear call, values can overlap the other calls; inactive = below that.

SMILES	FadD28 FP inh	BoNT-A LC inh2	CCHF vOTU inh	Anthrax LF prot	BoNT-F LC inh	TcdB inh	Y pestis TopoI	PrPC surface inh	PfHsp40 yeast
O=C(OCc1cn([C@@H]2CN(C(=O)c3cccs3)[C@@H](c3ccccc3)C[C@H]2O)nn1)c1ccccc1	-4.7	-0.2	4	-2	-4	0.7	33	2	.
COc1ccc([C@H]2C[C@@H](O)[C@H](n3cc(COC(=O)c4ccccc4)nn3)CN2Cc2cccs2)cc1	-3.8	-0.2	3	-3	2	0.3	15	0	.
Cc1cc(C)cc(NCc2cc(=O)oc3cc(C)c(O)cc23)c1	.	0.5	-6	-4	0	0.1	-13	20	-1.1
CCNc1cc(Nc2c(C)n(C)n(-c3ccccc3)c2=O)c([N+](=O)[O-])c2nonc12	-2.3	-27	-10	-14	?	-0.7	1	-12	-1.2
Cc1sc2ncnc(N/N=C/c3ccccc3O)c2c1C	-0.5	1.7	16	2	-6	.	-4	-1	-0.6
C=CCN(c1ccccc1)S(=O)(=O)c1cccc(C(=O)NCC2CCCO2)c1 (stereo not given)	0.1	-1.2	-4	1	-14	0.5	2	-1	-0.6
CC1CCN(c2ccc(-c3cccc(NC(=O)c4ccco4)c3)nn2)CC1	-4.1	.	6	.	.	1.0	13	-6	-0.3
CC(=O)Nc1ccc(N(C(=O)c2ccco2)C(C(=O)NC2CCCCC2)c2ccccc2)cc1 (stereo not given)	-1.2	0.0	-2	-6	-2	0.1	4	-6	1.1
O=C(Cn1cnc2ccccc2c1=O)NNC(=O)c1cccc([N+](=O)[O-])c1	-1.9	0.1	-4	-5	2	-0.4	5	-18	0.6
Cc1cc(C2=NNC(=NCCc3ccccc3)SC2)c(C)n1CC1CCCO1 (stereo not given)	-5.1	1.0	5	-19	-27	1.0	-8	0	0.9
CCc1nc2ccccc2c(C(=O)OCC(=O)N(C)Cc2ccccc2)c1C	0.3	0.1	1	16	-1	-1.4	2	12	1.6
C#CCNC(=O)C1=C[C@@H](c2ccc3c(c2)OCO3)C[C@@H](OCCCCO)O1	1.2	-0.2	-4	-9	-2	0.8&-0.6	0	-3	-1.1
CC(C)(C)C(=O)Nc1ccnn1C1CCN(C(=O)c2ccc(Cl)cc2F)CC1	-0.1	0.1	-11	-4	-2	0.8	6	-3	-0.8
CC(=O)c1c(C)n(-c2cccc(Cl)c2)c2ccc(O)cc12	-2.8	0.8	12	1	12	0.4	16	10	-0.4
COc1ccccc1CNC(=O)C(=O)NCC1OCCCN1S(=O)(=O)c1cccs1 (stereo not given)	-0.9	-2.4	13	-2	6	1.2	8	-4	-0.1
COc1ccc(S(=O)(=O)N(C)C[C@@H]2Oc3ccc(NS(C)(=O)=O)cc3C(=O)N([C@@H](C)CO)C[C@H]2C)cc1	-1.3	1.4	-10	-1	6	-0.3&0.5	16	2	-1.6
CCC(=O)c1ccc(OC(=O)C2CCN(C3=NS(=O)(=O)c4ccccc43)CC2)cc1	-0.4	-0.2	-11	7	2	-2.1	3	-4	0.1
Cc1cc(C)n(-c2ccc3nnc(C)n3n2)n1	-0.1	?	-6	15	?	0.3	9	-9	-0.9
O=C(Nc1ccnn1C1CCN(Cc2ccc(CO)o2)CC1)c1ccccc1Cl	-3.0	-5.3	-3	-8	-12	0.1	2	-7	-1.6
CC(=O)Oc1cc(C(=O)OCC(=O)NC23CC4CC(CC(C4)C2)C3)cc(OC(C)=O)c1OC(C)=O	0.2	-1.0	0	0	-15	4.5	-6	7	0.3
CC(=O)c1ccccc1OCC(O)CN1CCN(c2ccccn2)CC1 (stereo not given)	-0.7	1.8	0	5	4	1.2	-5	-8	0.7
COCC(C)n1c(SCC(=O)NC(=O)NC2CCCC2)nc2ccccc2c1=O (stereo not given)	-3.7	0.2	19	0	3	1.7	10	-3	1.2
Cc1ccc(C(=O)OCC(=O)c2ccccc2)cc1	-3.2	-1.9	-4	-6	-9	1.4	8	5	-1.7
O=C(NN1C(=O)C2C3C=CC(O3)C2C1=O)c1cccc(Br)c1 (stereo not given)	-4.1	-0.5	18	-7	-2	0.8	8	2	-0.4
COc1cc(NS(=O)(=O)c2ccc(F)cc2)c(C(=O)O)cc1OC	0.1	-0.6	-3	-3	-3	.	1	1	-0.3
COc1ccc(-c2oc(=O)c3cc(OC)c(OC)cc3c2C#C[C@]2(O)CC[C@H]3[C@@H]4CCc5cc(OC)ccc5[C@H]4CC[C@@]32C)cc1	-3.2	0.4	-3	3	-2	-0.4	-1	2	-0.3
Cc1cccc(NC(=O)CCC2CCN(Cc3nccs3)CC2)c1	0.2	-0.5	10	-5	-17	1.6	8	-2	0.7
COc1ccccc1NC(=O)C(C)NC(c1ccccc1)c1ccccc1 (stereo not given)	-3.7	-0.6	14	-3	-5	0.1	?	1	1.3
O=c1[nH]snc1-c1c(Cl)cccc1Cl	-0.2	-0.7	-4	-3	-2	0.0	4	-1	-1.0
CCc1ccc(-c2nn(Cc3ccccc3)cc2C(=O)NCC2CCCO2)cc1 (stereo not given)	-4.5	-0.5	2	-3	-4	1.0	23	-5	2.0
CC(C)CCn1c(SCC(=O)Nc2ccccc2C(F)(F)F)nc2nccnc2c1=O	0.5	-1.4	1	0	-5	-7.2	4	-3	0.3
Cc1cccc(N2CCN(C(=O)Cc3ccc(-n4c(=O)[nH]c5ccsc5c4=O)cc3)CC2)c1C	-1.4	-1.0	6	-2	-5	-3.8	8	12	0.0
CSc1nc2ccc(NS(=O)(=O)c3ccc4c(c3)OCCO4)cc2s1	-1.4	-1.1	0	-4	-3	.	11	4	6.6
O=C(Nc1ccc(F)cc1)C(c1ccccc1)N1CCN(CC(=O)N2CCCC2)CC1 (stereo not given)	-0.4	-0.6	9	-7	-5	1.7	0	-5	-0.6
Cc1ccc(NCCC#N)cc1C	-0.3	-1.1	-16	-2	9	0.2	-8	0	-1.2
Cc1coc2c(C)c3oc(=O)c(CCC(=O)NCc4ccccn4)c(C)c3cc12	-1.7	-0.5	-6	-7	-2	1.0	9	-1	4.1
O=C(Nc1ccc2nc(-c3ccco3)c(-c3ccco3)nc2c1)N1CCN(c2ccccn2)CC1	3.4	41*	30*	20	15	.	-7	-12	0.6
Clc1ccc(C2=NOC(c3nnc(-c4ccccc4)o3)C2)cc1 (stereo not given)	-3.3	0.3	5	-2	-2	0.2	2	-1	-0.4
O=C(/C=C1\NC2(CCCC2)Cc2ccccc21)C(=O)N/N=C/c1ccc(O)c(O)c1	-2.6	-1.6	14	-3	-11	-0.4	-1	21	-0.1
CSC1=N/C(=C\c2c(F)cccc2Cl)C(=O)S1	-3.0	-0.2	-7	-3	-5	.	2	8	-1.4
COc1ccc(OC(=O)COc2cc(C)ccc2C)cc1	-0.1	.	-7	.	.	1.5	5	-7	1.7
CCOC(=O)CCc1c(C)c2ccc(OC3CCCCC3=O)c(C)c2oc1=O (stereo not given)	-0.4	1.0	-17	6	-14	0.4	6	1	-0.1
Cc1oc(-c2ccccc2)cc1C(=O)Nc1cccc2ccccc12	-0.5	-0.5	7	-5	-3	.	-1	5	0.8
Cc1[nH]c2ccccc2c1/C=C/c1cc[n+](C)cc1	0.8	-2.8	23	-5	29	.	-15	-46	-0.6
C/C(=N\NC(=O)COc1ccc([N+](=O)[O-])cc1)c1ccco1	-4.9	0.3	2	-4	3	3.0	2	-9	1.1
CC(C)(C)NS(=O)(=O)c1ccc(C(=O)Nc2ccc3c(c2)OCO3)cc1	0.9	0.7	5	0	3	2.7	1	21	-0.1
COc1ccc(NC(=O)CSc2nnc(CNc3ccc(C)cc3)n2C)cc1	-2.1	-0.2	-7	-5	-2	0.1	7	4	1.3
COc1ccc(N(CC(=O)Nc2ccc(Cc3ccncc3)cc2)S(=O)(=O)c2ccccc2)cc1	-1.1	2.0	11	2	24	0.0	39	16	0.0
CCOC(=O)n1cnc2nc(N)nc(SC)c21	-1.3	0.2	-6	1	0	0.2	0	1	-0.8
Nc1c(C(=O)c2ccc(Cl)cc2)sc2nc3c(cc12)CCC3	-1.0	-0.3	-9	0	5	0.5	-3	-2	1.2
CC(C)c1ccc(N(C)C(=O)Cc2c(C(=O)O)n(C)c3ccccc23)cc1	-2.2	1.2	7	-8	12	0.6	1	0	-0.7
CCNC(=O)C(Cc1ccccc1)NC(=O)OCc1ccccc1 (stereo not given)	-2.4	-1.1	-5	-4	1	0.9	-3	-1	1.8
COc1cc(/C=C2/SC(=S)N(CCC(=O)Nc3ccccc3)C2=O)cc(OC)c1OC	-1.1	7.8	-7	13	5	-0.2	-5	4	-0.5
CC1(C)Cc2c(C#N)c(N3CCCC3)nc(-c3ccco3)c2CO1	-1.4	4.2	1	-7	0	-0.3	15	8	1.5
Cc1ccc(-n2c(Cc3cccn3C)nnc2SCC(=O)NC2CCCCC2)cc1	-2.8	-0.9	-8	0	-10	.	3	-6	0.1
Cc1ccc(-c2nnn(CC(=O)Nc3cccc4c3CCCC4)n2)o1	0.3	-0.7	16	-4	-2	.	7	8	-0.5
COc1cc(CCC(=O)OCC(=O)Nc2ccccc2F)cc(OC)c1OC	-2.2	-0.2	4	0	-4	0.9	-3	-4	-0.7
COc1ccc(CCNS(=O)(=O)c2c(C)nc3scc(C)n3c2=O)cc1OC	.	2.9	12	2	4	-0.5	1	7	-1.0
COc1cc([C@@H]2c3cc4c(cc3[C@@H](OC)[C@H]3COC(=O)[C@H]23)OCO4)cc(OC)c1O	0.0	-1.0	5	-2	-5	-60	9	3	-1.5
Cc1cc(S(=O)(=O)N2CCOCC2)ccc1OCC(=O)Nc1cccc(C(F)(F)F)c1	-0.8	0.4	-14	-5	14	1.6	-6	4	0.1

By substructure: those above with a tert-butyl group.
SMILES	FadD28 FP inh	BoNT-A LC inh2	CCHF vOTU inh	Anthrax LF prot	BoNT-F LC inh	TcdB inh	Y pestis TopoI	PrPC surface inh	PfHsp40 yeast
CC(C)(C)C(=O)Nc1ccnn1C1CCN(C(=O)c2ccc(Cl)cc2F)CC1	-0.1	0.1	-11	-4	-2	0.8	6	-3	-0.8
CC(C)(C)NS(=O)(=O)c1ccc(C(=O)Nc2ccc3c(c2)OCO3)cc1	0.9	0.7	5	0	3	2.7	1	21	-0.1

Compound activity: PubChem, several laboratories
